High-throughput results: PubChem BioAssay, Sanford-Burnham Center for Chemical Genomics
NR3A LBD binder = modulates the human NR3A ligand-binding domain; NR3A LBD differential scanning fluorimetry, Tm shift; 0% = protein alone, 100% = glycine-bound protein; Tm shift relative to glycine control, % at 25 µM; hit rate 2.5% among 340,000;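 active = melting temperature shift of at least 10% of the positive control shift, at one fixed dose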
Mdm2 MdmX PPI = disrupts the human Mdm2-MdmX interaction; hit rate 3% among 330,000; inhibition, % at 8 µM; SaOS-2 split-luciferase Mdm2/MdmX complementation, luminescence;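 active = inhibition of at least 50% at 8 µM in the primary screen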
Target sequence (O15151 whole entry, looked up): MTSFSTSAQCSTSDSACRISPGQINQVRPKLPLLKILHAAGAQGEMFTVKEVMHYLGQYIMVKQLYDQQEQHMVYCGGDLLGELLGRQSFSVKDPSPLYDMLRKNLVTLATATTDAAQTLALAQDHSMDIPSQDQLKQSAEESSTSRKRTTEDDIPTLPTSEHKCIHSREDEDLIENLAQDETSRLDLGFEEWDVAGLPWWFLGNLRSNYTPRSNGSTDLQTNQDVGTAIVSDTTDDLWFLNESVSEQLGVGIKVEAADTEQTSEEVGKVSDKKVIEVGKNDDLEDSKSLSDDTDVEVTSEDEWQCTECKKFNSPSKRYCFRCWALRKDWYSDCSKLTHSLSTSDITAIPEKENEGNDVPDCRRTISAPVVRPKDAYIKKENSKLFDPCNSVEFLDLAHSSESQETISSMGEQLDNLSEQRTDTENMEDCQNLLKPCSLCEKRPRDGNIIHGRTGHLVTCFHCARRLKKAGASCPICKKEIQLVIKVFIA
Target sequence (Q00987 whole entry, looked up): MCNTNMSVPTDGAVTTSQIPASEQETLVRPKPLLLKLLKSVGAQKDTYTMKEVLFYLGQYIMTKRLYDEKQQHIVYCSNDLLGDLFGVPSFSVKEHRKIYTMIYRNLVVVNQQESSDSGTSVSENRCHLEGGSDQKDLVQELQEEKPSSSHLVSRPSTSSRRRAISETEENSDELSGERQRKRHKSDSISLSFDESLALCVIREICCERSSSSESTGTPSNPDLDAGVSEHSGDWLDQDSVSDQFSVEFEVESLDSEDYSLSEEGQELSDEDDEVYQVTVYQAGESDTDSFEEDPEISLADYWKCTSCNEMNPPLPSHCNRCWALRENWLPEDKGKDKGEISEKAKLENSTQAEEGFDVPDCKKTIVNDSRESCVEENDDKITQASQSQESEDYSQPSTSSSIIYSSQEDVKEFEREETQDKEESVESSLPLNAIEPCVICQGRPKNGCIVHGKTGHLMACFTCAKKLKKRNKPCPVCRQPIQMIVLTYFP
NALP3 yeast inh = NALP3 inhibition in yeast; hit rate 0.39% among 330,000; inhibition, % at 10 µM; Yeast reconstituted NLRP3/ASC/caspase-1, beta-gal luminescence, 24 h;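 active = inhibition of 50% or more; inactive = inhibition below 50%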;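 note: plate controls were induced DMSO wells for no effect and uninduced yeast grown without galactose for full effect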
APJ agonist = agonists of human APJ apelin receptor; CHO-K1 APJ PathHunter beta-arrestin, luminescence; 0% DMSO wells, 100% apelin; activation, % at 20 µM; hit rate 0.11% among 330,000; AID 2520;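 active = activation more than six SD over the plate average, tested at 20 µM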;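 note: 0% = DMSO alone and 100% = apelin-13 at 10 nM; some results filed as inactive read as strong as hits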
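Assay system – PathHunter CHO-K1 APJ (AGTRL-1) beta-arrestin reporter cells · Compound – one dose, 20 µM compound, 1% DMSO · Timing – compound 90 min 25 °C, reagent 1 h · Measured by – luminescence from split beta-galactosidase complementation, Galacton Star/Emerald II substrate · Measure – beta-arrestin recruitment to APJ as agonist activity, luminescent signal · Benchmarks – DMSO vs Apelin-13 10 nM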
TIM10 inh = inhibits growth of TIM10 yeast strain; S. cerevisiae TIM10 strain growth, BacTiter-Glo luminescence, 24 h; inhibition, % at 10 µM; hit rate 1.4% among 330,000;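 active = inhibition of 40% or more at the single tested concentration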;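 note: wild-type TIM10 isogenic control strain grown at permissive 25 °C; 0% = DMSO yeast wells and 100% = minimal medium wells without yeast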
CHOP UPR activ = activators of apoptotic arm of unfolded protein response (CHOP) | CHO-CHOP luciferase reporter, UPR activation, luminescence; percent of tunicamycin response over DMSO baseline | activation, % at 10 µM | hit rate 0.34% among 330,000 | AID 449763;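 active = at 10 µM dose, activation of 40% or more, normalized to positive control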;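 note: 100% = tunicamycin at 10 µg/mL and 0% = DMSO alone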
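Test system: CHO-CHOP cells, stable luciferase reporter of PERK-eIF2a-CHOP signalling | Quantity: 500 CHO-CHOP cells per well | Buffer or medium: F12 plus 10% serum | Compound dosing: 10 µM single point, 0.5% DMSO | Schedule: 6 h compound treatment, 37 °C | Signal: Luciferase luminescence | Control set: Tunicamycin high control, DMSO low control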
tim10-1 inh = inhibits growth of tim10-1 mutant yeast; inhibition, % at 20 µM; S. cerevisiae tim10-1 ts strain growth, BacTiter-Glo, 24 h; hit rate 2.2% among 330,000; AID 463190;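 active = inhibition of at least 40%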;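 note: mutant grown at 25 °C; 0% = DMSO wells with yeast and 100% = wells holding no yeast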
tim23-1 inh = inhibits growth of tim23-1 mutant yeast; S. cerevisiae tim23-1 growth, BacTiter-Glo luminescence, 24 h; inhibition, % at 20 µM; hit rate 1.3% among 330,000; AID 463212;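 active = growth inhibition of the mutant yeast at or above 50%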;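 note: temperature-sensitive mutant grown at 25 °C; plate controls were DMSO-treated mutant yeast for no effect and medium wells lacking yeast for full effect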
XBP1 UPR activ = activators of adaptive arm of unfolded protein response (XBP1) | CHO-XBP1 luciferase reporter, IRE1-XBP1 UPR activation, luminescence; percent of tunicamycin response, DMSO as zero | activation, % at 20 µM | hit rate 0.33% among 330,000 | AID 463104;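 active = versus positive control, 20 µM dose yields 30% or more activation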;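 note: 100% = tunicamycin at 10 µg/mL and 0% = DMSO only wells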
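Material: IRE1-XBP1 luciferase reporter CHO line / Quantity: one thousand reporter cells per well / Buffer or medium: F12 with 10% serum / Compound: 20 µM single concentration, DMSO 1% / Times: 6 h treatment, 37 °C / Detection: Steady-Glo luciferase glow luminescence, 10 min after reagent addition / Benchmarks: tunicamycin high, DMSO low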
The depositor's hits bear a star; · = no result given.

SMILES	NR3A LBD binder	Mdm2 MdmX PPI	NALP3 yeast inh	APJ agonist	TIM10 inh	CHOP UPR activ	tim10-1 inh	tim23-1 inh	XBP1 UPR activ
CSCCC(NS(=O)(=O)c1ccccc1)C(=O)OCc1cc(=O)oc2cc(O)ccc12 (stereo unspecified)	1	5	13	-2	11	0.9	-3	0	-1
CC(C)[C@H](NC(=O)c1cc2cc(Cl)ccc2n1C)C(=O)N[C@@H](C(=O)O)c1ccccc1	3	17	11	-2	-4	-1.8	11	4	-5
COc1ccc(-n2c(=O)c3ccccc3c3ccccc3c2=O)c(OC)c1	0	0	7	-1	15	1.9	16	21	-2
Cc1cccc(NC(=O)CN2CCCN(S(=O)(=O)c3ccc(Br)s3)CC2)c1	-4	18	24	-3	21	-2.7	21	22	-2
Cc1ccccc1-n1c(Cn2c(=O)sc3ccccc32)nnc1SC(C)C	0	31	12	-3	6	-2.9	33	11	-2
CCC(=O)N/N=C(\C)CC(=O)Nc1ccc(F)cc1	-1	-7	16	-2	15	0.0	14	22	9
CC1CCCCN1S(=O)(=O)c1ccc(NC(=O)CSc2nnnn2C)cc1 (stereo unspecified)	-1	21	3	-3	-1	-1.1	5	-5	0
CC(=O)c1ccc(OCC(C)C)c(CC(C(N)=O)C(N)=O)c1	0	5	15	4	4	0.0	-4	7	-3
CCOC(=O)N1CCC(Nc2c(Nc3ccc(C)c(C)c3)c(=O)c2=O)CC1	-3	-6	10	-4	8	-0.1	21	5	-3
CCOc1cc(C(=S)N2CCOCC2)ccc1OC	4	4	-8	-2	-14	-0.3	10	14	-4
Cn1c(SCc2ccc(F)cc2)nnc1-c1ccccn1	-1	-13	14	-4	5	2.1	32	13	1
COC(=O)CNC(=O)CN1C(=O)NC2(CCCc3ccccc32)C1=O (stereo unspecified)	-1	-29	9	-2	9	2.1	-4	7	-3
O=C(OCCc1cc2ccccc2c(=O)o1)c1ccc(F)cc1	2	6	40	0	-12	1.6	8	23	1
COC(=O)c1cccc(S(=O)(=O)N(Cc2ccco2)Cc2cc3ccc(OC)cc3[nH]c2=O)c1	0	13	7	8	-5	0.4	23	15	0
Cc1ccsc1/C=N/N=C/c1sccc1C	-5	-219	39	1	3	0.6	12	18	-5
COc1ccc(N2CC(NC(=O)c3ccc4ccccc4c3)CC2=O)cc1OC (stereo unspecified)	-1	26	-2	-3	1	-0.4	5	-3	-5
Cc1nnc(NCc2n[nH]c(=O)c3ccccc23)c2ccccc12	-3	75*	-4	-7	1	0.7	4	-5	5
CCCCn1c(N)c(N(CCOC)C(=O)c2ccc(Cl)c(S(=O)(=O)N3CCCC3)c2)c(=O)[nH]c1=O	5	-3	0	-4	4	0.6	4	12	-2
CCn1c(=O)c(C(=O)NCc2ccccc2OC)c(O)c2ccccc21	0	-23	20	0	-2	-1.5	-12	28	-4
CCCOC(=O)CC1C(=O)NCCN1Cc1ccc(F)cc1 (stereo unspecified)	2	11	3	2	3	-0.4	5	13	1
O=C(Nc1nc2cc3c(cc2s1)OCCO3)C1=COCCO1	11*	87*	22	2	9	-9.8	29	49	-6
CCS(=O)(=O)NCc1ccc2[nH]c3c(c2c1)CCCC3	·	-17	-11	2	-3	0.7	23	7	1
CC(=O)n1cc(N(C(=O)CCl)c2ccc(Cl)cc2)c2ccccc21	1	99*	26	6	34	-8.4	48*	64*	-8
CCOC(=O)c1c(NC(=O)CSc2nccc(=O)[nH]2)sc(C)c1C	-1	0	18	2	-12	0.5	5	6	-4
CN1CCN(c2ccccc2NC(=O)COc2ccc(Br)cc2)CC1	7	32	29	8	-4	1.2	25	15	-3
OCC1CCCN(C(=S)Nc2ccc(Oc3ccccc3)cc2)C1 (stereo unspecified)	-1	-74	7	2	-11	3.2	14	12	-1
COc1ccc(NS(=O)(=O)c2cc(NC(=O)c3cc(F)c(F)c(F)c3F)ccc2N2CCCC2)cc1	1	61*	7	0	4	1.2	2	0	-1
O=c1cc(CN2CCOCC2)nc(C2CC2)[nH]1	-1	-38	6	6	-14	0.8	11	19	-1
O=C(COc1ccc2c3c(c(=O)oc2c1)CCC3)N[C@@H](Cc1ccccc1)C(=O)O	-2	4	-7	-2	8	-0.1	-9	9	-3
CS(=O)(=O)N1CCN(c2ccc([N+](=O)[O-])c(SCc3ccco3)c2)CC1	0	13	3	-3	6	-0.8	12	14	-3
COc1ccc(NC(=S)Nc2nc(CC(=O)Nc3ccccc3OC)cs2)cc1	8	31	11	-8	9	0.0	18	0	0
COc1ccc(CCN(Cc2cccs2)S(=O)(=O)c2ccc(-n3cnnn3)c(OC)c2)cc1OC	-2	-2	12	-3	-5	-1.6	2	27	-1
CC(=O)c1ccc(NC(=O)Nc2ccc(Br)cc2C)cc1	2	27	19	-2	-8	0.6	-5	1	3
O=C(c1ccc(Br)o1)N(c1ccc(Br)cc1)C1C=CS(=O)(=O)C1 (stereo unspecified)	1	21	20	-5	-15	-0.3	7	8	-1
Cc1ccc2nc3c(cc(C#N)c(=N)n3Cc3cccnc3)c(=O)n2c1	·	-18	-6	-3	-14	-0.7	7	1	0
O=C(Nc1ccc(S(=O)(=O)N2CCOCC2)cc1)c1ccc(F)cc1	38*	9	11	-1	14	1.5	25	16	0
COC(=O)Cc1c(C)c2ccc(OC3CCCCC3=O)cc2oc1=O (stereo unspecified)	3	-6	9	-2	5	0.2	1	8	1
CCc1noc(C)c1C(=O)N1CCCC(CCC(=O)NCc2ccc(F)c(F)c2)C1 (stereo unspecified)	0	-20	-13	-6	-8	3.4	15	0	1
O=C1Cc2cc(NS(=O)(=O)c3ccc(F)cc3)cc3c2N1CCC3	0	16	-5	5	16	1.5	12	13	-1
CN(CCOc1ccc(Cl)cc1)CC(=O)Nc1ccc(OC(F)F)cc1	-3	-3	38	-3	2	-0.6	15	38	-6

Some of the entries above in another layout.
The line under a structure holds: NR3A LBD binder	Mdm2 MdmX PPI	NALP3 yeast inh	APJ agonist	TIM10 inh	CHOP UPR activ	tim10-1 inh	tim23-1 inh	XBP1 UPR activ
> O=C(Nc1nc2cc3c(cc2s1)OCCO3)C1=COCCO1
 : 11*	87*	22	2	9	-9.8	29	49	-6
> CN1CCN(c2ccccc2NC(=O)COc2ccc(Br)cc2)CC1
 : 7	32	29	8	-4	1.2	25	15	-3
> CCOC(=O)c1c(NC(=O)CSc2nccc(=O)[nH]2)sc(C)c1C
 : -1	0	18	2	-12	0.5	5	6	-4

An excerpt from above, showing only tim10-1 inh and TIM10 inh:
Compound	tim10-1 inh	TIM10 inh
O=C(Nc1nc2cc3c(cc2s1)OCCO3)C1=COCCO1	29	9
CCS(=O)(=O)NCc1ccc2[nH]c3c(c2c1)CCCC3	23	-3
CC(=O)n1cc(N(C(=O)CCl)c2ccc(Cl)cc2)c2ccccc21	48*	34
CCOC(=O)c1c(NC(=O)CSc2nccc(=O)[nH]2)sc(C)c1C	5	-12

Further results
SMILES	NR3A LBD binder	Mdm2 MdmX PPI	NALP3 yeast inh	APJ agonist	TIM10 inh	CHOP UPR activ	tim10-1 inh	tim23-1 inh	XBP1 UPR activ
COc1cccc(CNc2nc3ccccc3n2C(C)C)c1O	2	8	19	-4	-2	0.9	-7	-6	-3
CN(c1ccccc1C(=O)Nc1cccc([N+](=O)[O-])c1)S(C)(=O)=O	1	-1	17	-4	1	0.2	7	5	0
O=C(c1ccccc1)c1nn(-c2cccc(Cl)c2)ccc1=O	-2	22	7	-5	-2	-1.5	13	14	-2
O=C(NNc1cc(Cl)cc(Cl)c1)c1c(F)cccc1Cl	-2	21	25	-1	7	-0.1	17	36	-2
Cc1ccccc1NC(=O)CSc1nc2cc3c(cc2cc1C)CCC3	-5	42	10	-1	-14	-1.1	16	-3	0
CC(C)(C)NC(=O)COC(=O)c1ccccc1C(=O)c1ccccc1	-1	24	48	-2	-14	-0.7	-14	-1	0
Cc1cc[n+](-c2[nH]c(=O)sc2/C=N/NC([S-])=Nc2ccccc2)cc1	-3	12	33	-3	-1	-0.8	5	2	-4
COc1ccc(NC(=O)Nc2cccc(OC)c2)cc1	25*	-28	23	2	4	3.9	-10	-8	2
NC(=O)c1cc(S(=O)(=O)NC2CCCCC2)co1	0	-21	-12	1	-8	0.4	2	11	2
Cc1ccc(S(=O)(=O)NNC(=S)Nc2ccccc2)cc1	-1	16	3	-3	-13	-2.3	-9	5	2
O=C(CN(Cc1cccs1)C(=O)CNS(=O)(=O)c1ccc(F)cc1)NCC1CCCO1 (stereo unspecified)	-2	15	9	-4	-15	1.8	-8	-1	5
CCOc1ccccc1NC(=S)NCc1ccco1	-1	9	13	1	-4	-0.4	24	6	1
COc1ccc(/C=N/NC(=O)c2ccc(Cl)cc2Cl)cc1COC(C)=O	-2	14	7	-1	0	0.2	23	6	-1
COc1cc2c(cc1OC)[C@@H](NC(=O)C(C)C)[C@H](O)C2	3	5	·	·	4	1.0	5	30	-1
O=C1CSC(=Nc2cccc(Cl)c2Cl)N1	-1	20	42	-3	9	-0.6	37	30	-2
CCOC(=O)Cn1c(-c2ccccc2)cc(SC)c(C#N)c1=O	-2	0	26	-4	12	-1.9	38	13	-5
CN(Cc1ccco1)C(=O)CSc1nc(C2CC2)n(-c2ccccc2)n1	2	-6	29	15	2	-0.3	19	24	0
COc1cc2c(cc1OC)C(c1ccc([N+](=O)[O-])cc1)NC(=O)C2 (stereo unspecified)	0	-10	4	1	13	-1.4	19	14	-2
CCn1c(SCC(=O)Nc2ccccc2OC)nc(O)cc1=O	1	20	15	2	7	3.4	-1	5	-2
O=C(OCc1ccccc1Cl)c1cccnc1Cl	-2	-28	-20	-4	-3	1.3	15	23	1
Oc1ccc(CNCC2COc3ccccc3O2)cc1 (stereo unspecified)	0	5	4	-2	-7	0.6	8	12	-1
COc1cccc(NC(=O)Cn2c(CCC(=O)O)ccc2-c2cccs2)c1	0	-3	8	-2	5	2.3	7	1	-4
Cn1nc(N)c2c(-c3ccc(Cl)cc3)c(C#N)c(N)nc21	-4	27	12	-2	15	0.1	13	21	0
CC(C)(C)NC(=O)NC(=O)COC(=O)CNC(=O)c1cccc(F)c1	0	14	7	-2	-11	-3.3	-1	-4	1
O=C1CC(O)(C(F)F)Oc2ccc3ccccc3c21 (stereo unspecified)	2	9	-3	0	10	-2.5	31	19	-2
CCOc1ccc(OCCC(=O)N(CCC2=CCCCC2)c2c(N)n(Cc3ccccc3)c(=O)[nH]c2=O)cc1	1	21	17	7	10	3.6	2	12	1
O=C(Nc1ccc(C(=O)O)cc1)/C(=C/c1ccc2c(c1)OCO2)NC(=O)c1cccc(Br)c1	-1	-3	1	-2	12	0.2	6	4	-1
CCc1ccccc1N(CC(=O)N1CCCCC1)S(=O)(=O)c1ccccc1	0	11	6	-3	0	3.2	9	38	-1
CCOc1ccc(Cc2nnc(N)s2)cc1OCC	1	19	17	1	-17	-3.8	0	-2	0
Cn1c2c(c(=O)n(C)c1=O)CN(CC1CCCO1)CN2 (stereo unspecified)	2	4	6	6	2	0.6	-6	10	-2
